mcGAS inh: cyclic GMP-AMP synthase inhibitors, mouse, primary biochemical chemiluminescence. recombinant cGAS, Kinase-Glo ATP depletion luminescence. hit rate 0.15% among 160,000. AID 1259399, 2018. inhibition, % at 12.5 µM. Q8C6L5;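 also: 0% = negative control wells and 100% = reference inhibitor with no enzyme activity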
hcGAS inh: Primary biochemical luminescence assay for human cyclic GMP-AMP synthase inhibitors; inhibition, % at 12.5 µM; recombinant h-cGAS, ATP depletion, Kinase-Glo luminescence; hit rate 0.081% among 290,000;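 also: 0% = vehicle reaction and 100% = reaction without DNA for no activity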
Target sequence (Q8N884 whole entry, looked up): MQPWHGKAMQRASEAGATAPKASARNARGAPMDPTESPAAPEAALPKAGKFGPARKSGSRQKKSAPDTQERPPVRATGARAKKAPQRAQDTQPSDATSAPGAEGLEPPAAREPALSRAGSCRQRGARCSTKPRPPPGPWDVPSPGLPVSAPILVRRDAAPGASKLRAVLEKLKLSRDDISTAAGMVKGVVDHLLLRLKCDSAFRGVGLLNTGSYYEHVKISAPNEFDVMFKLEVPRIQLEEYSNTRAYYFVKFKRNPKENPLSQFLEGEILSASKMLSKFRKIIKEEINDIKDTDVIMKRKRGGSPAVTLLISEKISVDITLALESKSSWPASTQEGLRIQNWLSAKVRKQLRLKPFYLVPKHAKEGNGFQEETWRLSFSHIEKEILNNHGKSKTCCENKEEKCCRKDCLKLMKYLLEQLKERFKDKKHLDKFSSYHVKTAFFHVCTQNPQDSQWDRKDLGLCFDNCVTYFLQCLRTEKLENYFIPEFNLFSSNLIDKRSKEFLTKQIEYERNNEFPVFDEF
NPYLR7 ag: agonists of mosquito NPYLR7 receptor, primary screen, cell-based, Aedes aegypti, calcium fluorescence, mosquito biting behavior. hit rate 0.15% among 270,000. activation, % at 10 µM. HEK293T NPYLR7/Galpha15, GCaMP6s calcium fluorescence. Aedes aegypti neuropeptide Y-like receptor 7 (NPYLR7); in the data active = activation above about 40%;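 also: 0% = vehicle and 100% = reference agonist at the receptor; some compounds past the cut are filed as inactive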
The depositor's hits bear a star; / = not tested or not shown. Rule as the data show it, unless noted: active = inhibition above about 40%; inactive = the rest.

SMILES | mcGAS inh | hcGAS inh | NPYLR7 ag
COc1cccc(-c2cc(=O)c3ccccc3o2)c1N | -2.6 | 8.6 | 1.8
CC(C)OC(=NCCN1CCCCC1)NC(=O)c1cccc(F)c1 | -7.0 | -7.8 | 0.6
CC(C)Cc1cc(C(=O)O)n(C)n1 | -5.7 | -7.3 | 0.0
O=C(NCCCOCc1ccccc1)C1CCCN(S(=O)(=O)c2ccc(F)cc2)C1 (centres undefined) | -6.3 | 0.6 | 2.2
CCSC1=C(C#N)C(=O)NC(c2ccco2)S1 (centres undefined) | / | 5.4 | 0.6
COCCn1c(S(=O)(=O)CCOC)nc(C)c1C | / | -10.1 | 7.4
Cc1nc2ccccn2c(=O)c1NC(=O)Nc1ccc(F)c(Cl)c1 | -7.8 | -9.4 | 0.6
Cc1cc(C)cc(N2C(=O)C3N=NN(c4ccc(Cl)cc4)C3C2=O)c1 (centres undefined) | -1.7 | 1.3 | /
Cc1ccc(Cc2nc(N3CCN(C(=O)CSc4ccccc4)CC3)c3c(-c4cccnc4)noc3n2)cc1 | -6.2 | -3.2 | 19.2
CC1(C)CC(=O)C(Sc2ccc(I)cc2)=C(N2CCOCC2)C1 | / | -3.7 | -0.4
CCN1CCc2c(sc3nc(Cc4ccccc4)nc(N4CCN(S(=O)(=O)c5ccc(F)cc5)CC4)c23)C1 | -2.2 | -4.3 | 2.9
O=C(Cc1cccc(I)c1)Nc1ccn[nH]1 | / | -9.1 | 2.2

Single records, from the list above. Order of values: mcGAS inh	hcGAS inh	NPYLR7 ag
`O=C(Cc1cccc(I)c1)Nc1ccn[nH]1` is listed as /	-9.1	2.2
`COc1cccc(-c2cc(=O)c3ccccc3o2)c1N` is listed as -2.6	8.6	1.8

(continued)
SMILES | mcGAS inh | hcGAS inh | NPYLR7 ag
COc1ccc(C)cc1CN1CCN(CN2C(=O)NC3(C2=O)C(C)CCCC3C)CC1 (centres undefined) | / | -5.0 | -1.9
CC(C)Cc1nc(N2CCN(C(=O)N(C)C)CC2)c2c(-c3cccc(Oc4ccccc4)c3)noc2n1 | -5.5 | -0.7 | 18.5
Cc1ccc(Cl)cc1Nc1ncccc1C(=O)N[C@H]1C[C@H]2CC[C@@H]1C2 | -2.3 | -9.9 | -6.7
CCOc1ccc(N2C(=O)NC(=O)C([S+](C)C)C2=O)cc1 (centres undefined) | / | 4.6 | -3.5
O=C(N[C@@H]1CCCCC1NC(=O)C1CCCN(C(=O)CCCl)C1)c1ccccc1 (some centres undefined) | -8.3 | -7.2 | 23.3
CCOc1ccc(-c2cnc(-c3cccc(C(=O)OC)n3)[nH]2)cc1 | / | -2.7 | 7.1
CN(C)C(=O)c1ccc2c(c1)N(C)C(CC(=O)Nc1ccc(F)cc1O)CO2 (centres undefined) | / | -0.6 | 2.2
COc1cccc(-c2cc(C(=O)NCCc3ccccn3)c(C)n2-c2ccccc2)c1 | 0.9 | 2.4 | -7.2
O=C(C1CCN(c2nc(Cc3ccccc3)ns2)CC1)N1CCN(c2ccccc2F)CC1 | -4.4 | -2.4 | 13.7
CCCCCCCC(=O)N(CC(=O)c1c(C)c(C(=O)OC)n(CC)c1C)CC(C)C | -3.3 | -4.0 | -12.2
CN(CCOc1ccccc1)C(=O)c1cc(Br)c[nH]1 | / | -11.8 | 11.8
COc1ccc2nc(-c3ccc(C)c(NC(=O)Cc4ccc(F)cc4)c3)cn2n1 | -9.3 | -6.5 | -10.2

Part of the list above, field by field.
O=C(C1CCN(c2nc(Cc3ccccc3)ns2)CC1)N1CCN(c2ccccc2F)CC1
  mcGAS inh: -4.4	hcGAS inh: -2.4	NPYLR7 ag: 13.7
CCCCCCCC(=O)N(CC(=O)c1c(C)c(C(=O)OC)n(CC)c1C)CC(C)C
  mcGAS inh: -3.3	hcGAS inh: -4.0	NPYLR7 ag: -12.2
CN(CCOc1ccccc1)C(=O)c1cc(Br)c[nH]1
  mcGAS inh: /	hcGAS inh: -11.8	NPYLR7 ag: 11.8
COc1ccc2nc(-c3ccc(C)c(NC(=O)Cc4ccc(F)cc4)c3)cn2n1
  mcGAS inh: -9.3	hcGAS inh: -6.5	NPYLR7 ag: -10.2

Grouped by structure: those above containing an aryl thioether with sulfur outside any ring (two)
SMILES | mcGAS inh | hcGAS inh | NPYLR7 ag
Cc1ccc(Cc2nc(N3CCN(C(=O)CSc4ccccc4)CC3)c3c(-c4cccnc4)noc3n2)cc1 | -6.2 | -3.2 | 19.2
CC1(C)CC(=O)C(Sc2ccc(I)cc2)=C(N2CCOCC2)C1 | / | -3.7 | -0.4

Following part
SMILES | mcGAS inh | hcGAS inh | NPYLR7 ag
Cc1cc(C)c(NC(=O)CN(C)c2cccc(F)c2C#N)c(C)c1 | -5.6 | -6.8 | 1.1
Cc1ccc(C(=O)NCCc2nnc3ccc(SCc4ccccc4F)nn23)cc1 | -7.5 | -2.9 | 3.1
CC(c1cccc(-c2coc3ccccc3c2=O)c1)N1CCCC1 (centres undefined) | / | 2.2 | 12.5
Fc1ccc(CNCC(F)(F)F)cc1 | -2.5 | 3.0 | 12.6
COCCCNCc1ccc(OS(C)(=O)=O)cc1 | / | -3.8 | 14.9
COc1cccc(-c2cc(C(=O)N3CCN(c4ccc([N+](=O)[O-])cc4)CC3)nc3cc(C(C)(C)C)nn23)c1 | -3.8 | -2.4 | 2.5
c1cc(NC2CCCCCCC2)cc(-n2ccnc2)c1 | / | 3.9 | -22.0
O=C(CCc1ccco1)NC1CCCN(CCc2ccccc2)C1 (centres undefined) | / | -6.9 | 6.1
Cc1ccc2oc(C(=O)NCc3n[nH]c4c3CCC4)cc2c1 | -8.5 | -4.0 | -3.6
CNCc1cn(C[C@H]2O[C@@H](CC(=O)NCc3ccc(F)cc3)[C@H](O)[C@@H]2O)nn1 | -5.4 | -4.2 | -8.9
O=C(NCCSC1Sc2ccccc2NC1=O)c1cccc(SC(F)F)c1 (centres undefined) | -2.6 | -11.3 | -3.7
Cn1cnc(S(=O)(=O)N[C@H]2CN(CC3CCC3)C[C@@H]2C2CC2)c1 | -2.8 | -0.8 | /
COc1nn(C)cc1C(=O)Nc1ccc(C)cc1 | / | -1.6 | 1.4
C[C@]12CCC(=O)C=C1CCC1C2[C@@H](O)C[C@@]2(C)C1CC[C@]2(O)C(=O)COC(=O)CCC(=O)O (some centres undefined) | / | -2.1 | -6.6
O=C1N=C(N2CCOCC2)SC1=C1CCCCC1 | / | -0.6 | 6.5
O=C(Nc1ccnn1C1CCCCC1)c1c(O)cc(F)cc1F | / | -8.3 | 1.2
O=C1NC(=O)c2cc(Nc3ccc(F)cc3)c(Nc3ccc(F)cc3)cc21 | / | -5.0 | -14.9
CNC(=O)[C@@H]1C[C@@H](N)CN1C(=O)Cn1cc(C(F)(F)F)ccc1=O | / | -6.3 | 7.0
CC1CC(C)n2nccc2N1C(=O)Cc1coc(-c2cccs2)n1 (centres undefined) | / | -2.6 | -5.8
CNC(=O)c1cc(S(=O)(=O)N2C[C@@H]3[C@H](C2)[C@H]2CC[C@@H]3O2)cs1 | / | -5.5 | 6.5
COc1cc(-c2cc(C(F)(F)F)n3ncc(C(=O)Nc4ccc(C)c(C)c4)c3n2)cc(OC)c1OC | -5.2 | -2.2 | -1.2
CC(C)NC(=O)C1CCCN(C(=O)Nc2ccc(S(=O)(=O)N3CCCCCC3)s2)C1 (centres undefined) | -2.1 | -5.4 | /
Cc1ccc(-n2nc(C(=O)NC(C)c3ccccc3)c(=O)n(Cc3ccccc3F)c2=O)cc1C (centres undefined) | -6.7 | -4.2 | 18.3
COc1cc(OC)cc(-c2nnc(SCC(=O)OCc3ccccc3)n2C2CCCCC2)c1 | -8.4 | -4.0 | /
COc1ccc(C(=O)N(Cc2ccccc2)C2CCC(NC(=O)C3CCN(C(=O)c4cccc(F)c4)CC3)CC2)cc1 (centres undefined) | -8.4 | -1.8 | 4.3
c1ccc(Cn2cccn2)c(CN2CCOC3(CNCCOC3)C2)c1 (centres undefined) | / | -5.5 | 3.7
CCCCNc1nnc(SC(C)C(=O)N(C)C2CCCCC2)s1 (centres undefined) | 0.5 | -2.0 | 6.7
CC1(C(=O)O)CCN1C(=O)c1ccccc1OC(F)(F)F (centres undefined) | / | -16.4 | 1.1
COc1ccccc1NC(=O)N(Cc1ccc(OC)c(OS(C)(=O)=O)c1)C1CC1 | -4.7 | -1.9 | /
O=C1CN(Cn2c(=S)n(Cc3ccccc3)c3ccc(Cl)cc32)CCN1 | / | -3.1 | 2.3
CCC(C)C(NC(=O)c1ccc(Cl)cc1Cl)C(=O)Nc1nnc(-c2ccc3c(c2)OCO3)s1 (centres undefined) | -2.5 | -1.5 | -5.1
COC(=O)c1ccc(CSc2nnc(-c3cccc(C)c3)n2-c2ccccc2)o1 | -4.2 | -4.0 | /
O=C(CSc1nc2ccccc2[nH]1)N/N=C\c1ccccc1[N+](=O)[O-] | -6.2 | -3.9 | 9.9
Cc1nc(C)c(C)c(N2C[C@@H](CN(C)CCO)[C@@H](CO)C2)n1 | -9.2 | -21.2 | /
CCOc1ccc(NC(=O)c2sccc2S(=O)(=O)N(C)c2ccc(CC)cc2)cc1 | 2.9 | 2.9 | -1.4
O=C(NCCc1csc2nc(-c3cccs3)nn12)c1c(F)cccc1Cl | 4.0 | 2.7 | 17.6

Of the compounds above, these contain a Cl atom.
SMILES | mcGAS inh | hcGAS inh | NPYLR7 ag
Cc1nc2ccccn2c(=O)c1NC(=O)Nc1ccc(F)c(Cl)c1 | -7.8 | -9.4 | 0.6
Cc1cc(C)cc(N2C(=O)C3N=NN(c4ccc(Cl)cc4)C3C2=O)c1 (centres undefined) | -1.7 | 1.3 | /
Cc1ccc(Cl)cc1Nc1ncccc1C(=O)N[C@H]1C[C@H]2CC[C@@H]1C2 | -2.3 | -9.9 | -6.7
O=C(N[C@@H]1CCCCC1NC(=O)C1CCCN(C(=O)CCCl)C1)c1ccccc1 (some centres undefined) | -8.3 | -7.2 | 23.3
O=C1CN(Cn2c(=S)n(Cc3ccccc3)c3ccc(Cl)cc32)CCN1 | / | -3.1 | 2.3
CCC(C)C(NC(=O)c1ccc(Cl)cc1Cl)C(=O)Nc1nnc(-c2ccc3c(c2)OCO3)s1 (centres undefined) | -2.5 | -1.5 | -5.1
O=C(NCCc1csc2nc(-c3cccs3)nn12)c1c(F)cccc1Cl | 4.0 | 2.7 | 17.6

(further entries)
SMILES | mcGAS inh | hcGAS inh | NPYLR7 ag
Cc1nnc(C)n1-n1ccc2c(cnc3nc(-c4ccccc4)nn32)c1=O | / | -10.5 | 3.1
CCOC(=O)c1cc2[nH]c3ccccc3c2[n+](-c2ccc([N+](=O)[O-])cc2)c1C | 0.6 | 2.1 | 22.0
CCC(C)N(Cc1cccc(OS(=O)(=O)c2cccc(C(F)(F)F)c2)c1)C(=O)Nc1c(C(C)C)cccc1C(C)C (centres undefined) | -2.5 | -10.2 | 0.9
O=C1c2ccccc2C(=O)c2c1oc1c3c(ccc21)OCN(CCC1=CCCCC1)C3 | / | -21.5 | 6.6
CCOC(=O)CCCC(=O)N1CCN(c2ccc(-c3cc(C(=O)OCC)nn3-c3ccc(F)cc3)cc2)CC1 | -1.9 | -0.2 | -2.1
CCn1ccc(-c2n[nH]c(=O)n2CCc2ccccc2F)n1 | / | 1.2 | -0.9
Nc1nc(C23CC4CCC(CC(C4)C2)C3)cs1 | / | -5.9 | 2.7

High-throughput results from PubChem BioAssay.
